High-throughput results (PubChem BioAssay)
MEKK3 PB1 HTS: MEKK3-MEK5 PB1 interaction, increase or decrease; Q99759; bead-based flow cytometry, Alexa488-MEK5 binding to MEKK3; actives lie on both sides; 0 = blocked by unlabeled MEK5, 100 = vehicle; binding response (% of control), % at 10 µM; 290,000 tested, 1.4% active; AID 1529;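 active means binding response more than 3 SD above or below the average of its plate-row segment, actives on both sides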;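 further: Alexa488 bead fluorescence after subtracting the streptavidin-only scavenger bead signal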
Target sequence (Q99759 whole entry, looked up): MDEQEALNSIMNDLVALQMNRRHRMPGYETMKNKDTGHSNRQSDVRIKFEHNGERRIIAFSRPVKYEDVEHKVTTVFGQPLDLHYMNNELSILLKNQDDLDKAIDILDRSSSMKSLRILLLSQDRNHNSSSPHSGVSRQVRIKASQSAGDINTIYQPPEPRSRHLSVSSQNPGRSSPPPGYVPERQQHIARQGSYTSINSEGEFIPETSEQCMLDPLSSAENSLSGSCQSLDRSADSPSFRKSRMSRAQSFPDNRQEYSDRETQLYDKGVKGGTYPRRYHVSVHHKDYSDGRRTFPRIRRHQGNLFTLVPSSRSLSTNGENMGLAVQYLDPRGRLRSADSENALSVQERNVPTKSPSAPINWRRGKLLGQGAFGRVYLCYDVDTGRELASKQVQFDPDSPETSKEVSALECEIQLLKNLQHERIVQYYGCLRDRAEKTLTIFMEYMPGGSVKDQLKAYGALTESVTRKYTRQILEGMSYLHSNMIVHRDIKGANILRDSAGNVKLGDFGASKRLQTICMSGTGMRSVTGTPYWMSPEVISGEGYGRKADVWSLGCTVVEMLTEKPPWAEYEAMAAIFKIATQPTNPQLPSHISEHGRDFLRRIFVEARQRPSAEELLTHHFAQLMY
VIM-2 inhibitor: blocks Pseudomonas aeruginosa VIM-2 metallo-beta-lactamase. AID 1527. 290,000 tested, 0.89% active. inhibition, % at 5.6 µM. purified VIM-2, nitrocefin hydrolysis, epi-absorbance fluorescence;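 active means inhibition above the mean of all tested compounds plus 3 SD, cutoff set per screening run, cut at about 7.5% in these data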;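 further: red hydrolysis product quenches plate fluorescence so inhibitors raise well fluorescence; 0% = enzyme with DMSO and 100% = DMSO without enzyme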
IDE act: boosts human insulin-degrading enzyme activity in HEK cells | FAbeta-B cleavage, fluorescence polarization; 0% vehicle, 100% cell-free pure enzyme wells | 340,000 tested, 0.073% active | activation, % at 5.96 µM;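 active means activation above the mean of all tested compounds plus 3 SD, set per screening campaign, cut at about 17% in these data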
HCV NS3 hel inh: HCV NS3 helicase inhibition | NS3 helicase DNA unwinding, Cy5 molecular beacon fluorescence | inhibition, % at 10.9 µM | 290,000 tested, 0.56% active | AID 1800;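 active means inhibition above the mean of all tested compounds plus 3 SD, set per campaign, cut at about 35% in these data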;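 further: 0% = DMSO wells and 100% = thioflavine S control wells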
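Assay system: hepatitis C virus NS3 helicase domain fragment enzyme. Also added: annealed dual-labelled DNA beacon duplex, ATP-started. Timing: 1 h reaction at 25 °C, ATP-initiated. Technique: Cy5 fluorescence at 0 and 60 min, beacon hairpin quenching. Evaluation: % inhibition of unwinding. Replication: one well per compound.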
pCIP destab: lowers stability of the mouse p/CIP coactivator protein; Q05BA5; F442A p/CIP-EGFP cells, EGFP fluorescence, 16 h; decrease of EGFP signal, % at 10 µM; 290,000 tested, 0.01% active;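 active means EGFP signal decrease of at least 30% at 10 µM or well 3 SD below plate mean, unless failing retest; inactive means the rest, including hits failing retest or dose response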; further: some compounds called inactive have numbers as strong as hits; many of its hits are not listed in these tables
DNA FID counter: displaces DNA intercalator in HCV helicase counter-screen | inhibition, % at 7.9 µM | 290,000 tested, 0.17% active | AID 1845 | DNA fluorescent intercalator displacement, fluorescence; in the data active means inhibition above about 37%;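 further: 0% = vehicle and 100% = reference compound; higher means more ethidium bromide displaced from hairpin DNA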
PHOSPHO1 block: inhibitors of human PHOSPHO1 phosphatase; 290,000 tested, 1.1% active; recombinant PHOSPHO1, absorbance phosphatase assay; inhibition, % at 13.3 µM; in the data active means inhibition above about 60%
UBC9 SUMO inh: SUMOylation inhibition | AID 2006 | 290,000 tested, 0.36% active | HTRF SUMOylation assay, SAE1/SAE2 + UBC9, in vitro | inhibition, % at 35 µM | P63279; in the data active means inhibition above about 50%, passing the limit was not always enough; further: strong numbers were not always called active
Target sequence (P63279 whole entry, looked up): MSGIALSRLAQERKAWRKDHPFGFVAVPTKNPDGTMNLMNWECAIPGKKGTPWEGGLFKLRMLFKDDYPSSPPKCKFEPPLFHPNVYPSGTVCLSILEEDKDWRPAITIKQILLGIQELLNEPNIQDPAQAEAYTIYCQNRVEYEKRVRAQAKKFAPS
IMP-1 inh: blocks Pseudomonas aeruginosa IMP-1 metallo-beta-lactamase; inhibition, % at 5.6 µM; AID 1556; 290,000 tested, 0.45% active; purified IMP-1, nitrocefin hydrolysis, epi-absorbance fluorescence;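 active means inhibition above the mean plus 3 SD of all compounds in the same screening run, cut at about 4.5% in these data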;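 further: 0% = IMP-1 with DMSO and 100% = DMSO wells lacking enzyme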
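System: purified IMP-1 / Input: IMP-1 dispensed at 0.2 nM / Medium: 50 mM HEPES pH 7.1, 50 µM ZnSO4, 0.05% Brij 35 / Timing: 15 min enzyme–compound preincubation, then 25 min nitrocefin reaction, 25 °C / Technique: plate fluorescence quenching by hydrolysis product, ex 480/em 530 nm / Repeats: singlicate testing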
The depositor's hits bear a star; · = no result given; [ ] = another dose, or the depositor's remark. These rows are one share of the data; the hit share may differ from the screen's.

SMILES	MEKK3 PB1 HTS	VIM-2 inhibitor	IDE act	HCV NS3 hel inh	pCIP destab	DNA FID counter	PHOSPHO1 block	UBC9 SUMO inh	IMP-1 inh
COCCOC(=O)c1[nH]c2c(c1C)C(=O)CC(c1ccc(OC)c(OC)c1)C2 (stereo unspecified)	105	-4.6	4	4	-5	-27	38	-5	-2.5
CCN(CC)CCCNC(=O)Cn1ccc2ccccc2c1=O	92	0.3	1	2	14	-1	11	-16	-0.9
CCOc1ccc(CC(=O)NNC(=S)Nc2ccc(OC)c(OC)c2)cc1	100	-4.3	0	1	3	-14	-49	-20	-3.1
CC(=O)n1cc(C2C(=O)CC(C)(C)CC2=O)c2ccccc21	81	-4.8	5	2	-16	-4	-21	13	-5.6
O=C1CCC(C(=O)OCc2cc(=O)oc3ccc4ccccc4c23)=NN1	99	-1.7	-1	4	4	-4	19	16	-3.7
C/C(=N\NC(=O)Cn1cc([N+](=O)[O-])cn1)c1ccc(O)cc1	104	-5.1	3	-5	-2	-3	32	10	-2.2
COc1ccc(CCNC(=O)CC(=O)N/N=C/c2ccc(Br)cc2)cc1OC	97	-1.4	5	-3	-7	-33	-18	15	0.0
CCOC(=O)c1sc2nc3n(c(=O)c2c1C)CCC(C)CC3 (stereo unspecified)	103	1.3	-6	-3	1	-5	78*	-2	-3.5
COc1ccc(-n2nc(C(=O)NCC(=O)Nc3cc(OC)c(OC)c(OC)c3)c3ccccc3c2=O)cc1Cl	100	-1.4	0	-27	-6	-29	28	6	-2.1
CCOC(=O)C(NC(C)=O)(N1CCOCC1)C(F)(F)F (stereo unspecified)	98	-4.1	·	6	0	2	15	6	-4.7
COc1ccc(NCC(=O)Nc2ccc(C#N)cc2)cc1Cl	99	0.3	1	-3	1	2	2	5	-1.7
Oc1ccccc1N1CCN(C(=S)NCCc2ccccc2)CC1	106	-1.5	9	-17	-12	-10	8	-11	-2.7
CCS(=O)(=O)N1N=C(c2cccc(NS(C)(=O)=O)c2)CC1c1cccs1 (stereo unspecified)	13*[inhibitor]	-2.1	1	-4	-8	-28	38	1	2.1
COC(=O)[C@H](C)NC(=O)Nc1cccc(C(F)(F)F)c1	100	-2.0	-5	-2	-7	3	5	16	-1.4
COc1ccc(Oc2nc(C(F)(F)F)nc3ccccc23)cc1	102	4.3	-2	-2	-5	-7	-8	10	-2.7
Nc1cccc(NC(=O)CCC(=O)NCc2ccco2)c1	104	-0.9	5	15	-7	-2	34	4	0.1
COc1ccc(NS(=O)(=O)c2cccc(NC(=O)CCC(=O)c3ccc(Cl)cc3)c2)cc1	102	-3.6	4	-22	-14	-8	9	-5	-3.1
COc1ccc(CCNC(=O)CSc2nc3[nH]ncc3c(=O)n2-c2ccc(C)c(Cl)c2)cc1OC	104	-0.6	-3	5	-4	-28	16	-29	-1.6
COc1ccc(/C=C2\SC(=S)N(CCCC(=O)Nc3cccc(C(=O)O)c3)C2=O)cc1OC	100	5.0	0	-15	-7	-13	20	-1	-0.1
O=C(C1CC1)N1CCc2cc(S(=O)(=O)N(CCO)Cc3ccccc3)ccc21	·	-0.5	-1	-10	5	-24	-14	-26	2.2
COc1ccc(N2CC(C(=O)Nc3ccc(F)cc3F)CC2=O)cc1 (stereo unspecified)	105	-4.7	4	-1	1	16	-11	0	-1.6
Cc1cc(SCC(=O)c2ccc(Cl)cc2)nc(=O)[nH]1	103	-1.5	0	19	-14	-6	13	·	0.1
COC(=O)/N=C(/Cc1ccc(OC)cc1)c1ccc(OC)cc1	99	-1.1	0	-10	0	-25	-69	-1	-2.4
Cc1cc(-c2nc(C)c(-c3nnc(SCC(=O)Nc4ccc(Cl)cc4)n3C)s2)no1	94	-0.5	·	-4	-3	-6	-3	9	-3.2
CCc1cccc(C)c1NC(=O)CSc1nc2ccncc2[nH]1	100	-1.1	0	1	7	-11	18	4	-2.5

Taken from above:
`C/C(=N\NC(=O)Cn1cc([N+](=O)[O-])cn1)c1ccc(O)cc1` – IMP-1 inh: -2.2
`Cc1cc(SCC(=O)c2ccc(Cl)cc2)nc(=O)[nH]1` – pCIP destab: -14

The listing picks up with the seven entries that preceded the break.
SMILES	MEKK3 PB1 HTS	VIM-2 inhibitor	IDE act	HCV NS3 hel inh	pCIP destab	DNA FID counter	PHOSPHO1 block	UBC9 SUMO inh	IMP-1 inh
COc1ccc(/C=C2\SC(=S)N(CCCC(=O)Nc3cccc(C(=O)O)c3)C2=O)cc1OC	100	5.0	0	-15	-7	-13	20	-1	-0.1
O=C(C1CC1)N1CCc2cc(S(=O)(=O)N(CCO)Cc3ccccc3)ccc21	·	-0.5	-1	-10	5	-24	-14	-26	2.2
COc1ccc(N2CC(C(=O)Nc3ccc(F)cc3F)CC2=O)cc1 (stereo unspecified)	105	-4.7	4	-1	1	16	-11	0	-1.6
Cc1cc(SCC(=O)c2ccc(Cl)cc2)nc(=O)[nH]1	103	-1.5	0	19	-14	-6	13	·	0.1
COC(=O)/N=C(/Cc1ccc(OC)cc1)c1ccc(OC)cc1	99	-1.1	0	-10	0	-25	-69	-1	-2.4
Cc1cc(-c2nc(C)c(-c3nnc(SCC(=O)Nc4ccc(Cl)cc4)n3C)s2)no1	94	-0.5	·	-4	-3	-6	-3	9	-3.2
CCc1cccc(C)c1NC(=O)CSc1nc2ccncc2[nH]1	100	-1.1	0	1	7	-11	18	4	-2.5
Cc1ccc(C)c(N(CC(=O)NN=C2CCN(C)CC2)S(=O)(=O)c2ccccc2)c1	103	-2.5	10	1	-20	-11	-4	-15	-3.0
O=Cc1ccc(-c2ccc(F)cc2)o1	96	-2.3	2	15	22	0	-8	12	-3.4
COc1ccccc1OP(=O)(O)Oc1ccccc1OC	92	-1.0	0	-3	11	0	20	6	-3.0
O=C(Cc1ccc(Cl)cc1)Nc1ccc(C(=O)N2CCCCC2)cc1	104	-3.2	3	4	-9	-47	35	-4	-3.3
CC1CCC(NC(=O)CNC(=O)c2cccs2)CC1 (stereo unspecified)	110	-0.7	0	8	-11	-9	28	-1	-3.2
Cc1nc(-c2ccc(S(=O)(=O)N3CCN(c4ccccc4)CC3)cc2)co1	98	0.8	1	-1	-8	-31	20	8	-1.5
COc1c(C(=O)Nc2ccc(Br)cn2)ccc2ccccc12	104	-4.2	1	1	9	-13	3	-15	-2.9
CCSc1nnc(NC(=O)CCNS(=O)(=O)c2ccccc2F)s1	105	-1.3	-3	-9	-10	-11	27	22	-1.2
COc1cc2c(cc1OC)C(c1ccc(-c3cc(Cl)ccc3Cl)o1)=NCC2	94	-2.2	-6	-12	-22	0	18	6	-3.5
N/C(=N\OC(=O)c1cc(-c2ccccc2)nc2ccccc12)c1cccnc1	101	-3.5	6	7	-14	-1	-13	-6	-3.1
O=C(COc1ccccc1)N1CCN(c2nnc(-c3ccccc3)c3ccccc23)CC1	101	2.3	1	-24	18	-36	23	-16	0.3
O=C(CN(c1ccc(Cl)cc1)S(=O)(=O)c1ccc(Cl)c([N+](=O)[O-])c1)NCCc1ccccc1	93	-1.3	5	-5	-15	0	-5	-10	-0.3
O=C1CCC(=O)N1CCSC(=S)N1CCOCC1	93	-1.2	4	2	-4	-13	24	19	-2.5
COCc1cc(=O)[nH]c2c1c(-c1ccccc1)nn2C	97	0.5	-5	5	0	1	33	8	-1.6
O=C(O)c1ccc(COc2ccccc2/C=C2/NC(=O)N(c3cccc(Cl)c3)C2=O)cc1	102	0.9	6	22	10	-25	44	37	0.0
COc1ccccc1C(=O)NCC(=O)N/N=C/c1cc(Br)ccc1OCc1ccccc1	95	0.5	-1	0	-20	-23	-22	5	0.1
O=C(CNC(=O)c1cccs1)c1ccc(Cl)cc1	103	0.5	0	1	-7	-5	40	19	-2.4
O=C(NC1CCCCC1)C(c1cccnc1)N(C(=O)c1csnn1)C1CCCC1 (stereo unspecified)	116	-1.4	4	3	9	-11	-8	-26	0.4
Cc1ccc(S(=O)(=O)CC(C)N2CCOCC2)c(S(=O)(=O)CC(C)N2CCOCC2)c1 (stereo unspecified)	108	-1.5	-2	-2	3	-7	-6	8	-1.4
O=C(c1ccccc1)N1N=C(c2ccccc2)CC1c1ccccc1[N+](=O)[O-] (stereo unspecified)	94	-2.8	8	-14	-11	1	10	10	-3.2
CCN(CC)S(=O)(=O)c1cccc(C(=O)Nc2cccnc2)c1	87	-6.5	4	-4	-8	-3	13	5	-8.1
CN(C)C(=O)/C(=C\c1ccncc1)NC(=O)c1ccccc1	86	-0.3	-5	8	-12	-3	32	-4	0.2
CSc1ccc(C(=O)C2CCCN(C(=O)c3nonc3C)C2)cc1 (stereo unspecified)	99	3.9	2	0	-4	-31	29	12	2.3

2 of the compounds above, with two lines to a compound.
Sequence of screens – MEKK3 PB1 HTS	VIM-2 inhibitor	IDE act	HCV NS3 hel inh	pCIP destab	DNA FID counter	PHOSPHO1 block	UBC9 SUMO inh	IMP-1 inh
> CCN(CC)CCCNC(=O)Cn1ccc2ccccc2c1=O
  92	0.3	1	2	14	-1	11	-16	-0.9
> CCOc1ccc(CC(=O)NNC(=S)Nc2ccc(OC)c(OC)c2)cc1
  100	-4.3	0	1	3	-14	-49	-20	-3.1
